Assay outcomes (PubChem)
KOR beta-arrestin-1: kappa opioid receptor activators – cell-based, luminescence, uHTS, primary screen (AID 1777); KOR beta-arrestin recruitment, luminescence; higher % means a stronger effect; one-dose activation, % at 10 µM; EC50 in µM for titrated hits; 280,000 compounds, 0.02% hits; in the data active = activation above about 50%, passing the limit was not always enough; also: a part of the inactive calls stands beside numbers as strong as those of hits
Rac1 GTP hydrolysis: MgcRacGAP GTPase-activating activity inhibitors, confirmation, biochemical, ADP Hunter fluorescence | inhibition, % at 30 µM, or IC50 in µM where a hit was titrated | AID 624330 | 340,000 compounds, 0.6% hits | MgcRacGAP-stimulated Rac1 GTP hydrolysis, ADP Hunter fluorescence; higher % means a stronger effect; GST-tagged Rac1 F28L mutant substrate;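 active = first-screen hits whose inhibition reached a set limit at any dose in the follow-up dose series; inconclusive = inhibition above the set first-screen limit but never retested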;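 also: fluorescence reports GDP produced by GAP-driven GTP hydrolysis; strong numbers were not always called active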
KOR beta-arrestin-2: kappa opioid receptor blockers – cell-based, luminescence, uHTS (AID 1778); KOR beta-arrestin recruitment, luminescence, antagonist mode; higher % means a stronger effect; inhibition, % at 10 µM; hits with a dose series show IC50 in µM; 290,000 compounds, 0.091% hits; also: strong numbers were not always called active
GPR55 antagonists: inhibition of LPI-stimulated GPR55 beta-arrestin translocation – imaging, U2OS, beta-arrestin-GFP, LPI agonist, primary screen (AID 2013). 290,000 compounds, 0.13% hits. one-dose inhibition, % at 10 µM; IC50 in µM for titrated hits. U2OS GPR55 beta-arrestin-GFP translocation imaging, LPI antagonism; higher % means a stronger effect;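 active = spots per cell inhibited over 60%, with over 100 cells counted and total cytoplasm intensity under 500,000; inconclusive = wells with under 100 cells, flagged as likely toxic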;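 also: U2OS cells stably carrying GPR55 and arrestin-GFP stimulated by 5 µM LPI near EC80; imaged beta-arrestin-GFP aggregate spots per cell after agonist stimulation; plate controls were LPI-stimulated DMSO wells for no effect and DMSO wells without LPI for full effect; some results filed as inactive read as strong as hits; confirmed hits need IC50 under 10 µM and bright autofluorescent wells are also inconclusive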
HIV peptide binding: inhibitors of HIV fusion peptide binding, primary screen, biochemical, uHTS, fluorescence dequenching (AID 1986). cell-free peptide binding, fluorescence dequenching, 30 min; higher % means a stronger effect. inhibition, % at 20 µM; hits with a dose series show IC50 in µM. 290,000 compounds, 0.3% hits; in the data active = inhibition mostly above about 52%, no sharp cut-off; inactive = mostly below about 76%; also: some results filed as inactive read as strong as hits
Large T inhibition: SV40 large T antigen inhibitors, biochemical (AID 1903); inhibition, % at 20 µM; hits with a dose series show IC50 in µM; SV40 large T antigen ATPase/helicase inhibition assay; higher % means a stronger effect; 310,000 compounds, 0.39% hits; in the data active = a potency from the dose series; inconclusive = inhibition mostly from about 32% at the one dose, without a potency; inactive = the rest, 99 in 100 with inhibition below about 32%; also: strong numbers were not always called active
NOD2 inhibition: inhibition of NOD2-driven NF-kB reporter – cell-based, luminescence, uHTS, HEK293 (AID 1566); HEK293 NOD2/NF-kB luciferase reporter, luminescence; higher % means a stronger effect; 290,000 compounds, 0.63% hits; one-dose inhibition, % at 4 µM; EC50 in µM for titrated hits; also: many of its hits are not listed in these tables
GPR55 activation: GPR55 agonists via beta-arrestin recruitment, primary screen, imaging, U2OS cells, beta-arrestin-GFP redistribution (AID 1961) | U2OS GPR55 beta-arrestin-GFP redistribution imaging; higher % means a stronger effect | 290,000 compounds, 0.048% hits | one-dose activation, % at 10 µM; EC50 in µM for titrated hits;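 active = activation above 40% with more than 50 cells counted in the well; inconclusive = wells holding fewer than 50 cells, flagged as toxic or sparse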;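 also: U2OS osteosarcoma cells stably expressing GPR55 and beta-arrestin-GFP; plate controls were DMSO negative control for no effect and LPI positive control for full effect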
NOD1 inhibition: NOD1 signaling inhibitors, primary screen, cell-based, luminescence, uHTS (AID 1578). NOD1-driven NF-kB luciferase reporter cells, luminescence; higher % means a stronger effect. inhibition, % at 4 µM; hits with a dose series show EC50 in µM. 290,000 compounds, 1% hits; in the data active = inhibition mostly above about 36%, no sharp cut-off; inactive = mostly below about 34%;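 also: HEK-293T reporter cells stimulated with the NOD1 agonist gamma-tri-DAP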
An asterisk follows results filed as active; u = inconclusive; x = no result given; [ ] = dose if it differs, or a comment. Rule as the data show it, unless noted: active = inhibition above about 50%; inactive = the rest. An excerpt (hit frequency here may not be typical).

SMILES	KOR beta-arrestin-1	Rac1 GTP hydrolysis	KOR beta-arrestin-2	GPR55 antagonists	HIV peptide binding	Large T inhibition	NOD2 inhibition	GPR55 activation	NOD1 inhibition
CN(C)S(=O)(=O)c1cccc(NC(=O)COC(=O)COc2ccc(Br)cc2)c1	3.7%	3%	12%	13%	2.4%	14%	14%	0.0%	4%
COc1cccc(-n2c(SCC(=O)Nc3ccc4c(c3)CCC4)nc3ccccc3c2=O)c1	-0.1%	3%	-6%	9%	1.5%	3%	25%	1.3%	-5%
O=S(=O)(c1ccc(Br)s1)N1CCN(c2ccnc3cc(Cl)ccc23)CC1	7.2%	x	-5%	8%	-1.5%	7%	-88%	-0.4%	18%
CCC(C)n1c(OC)nc2c1c(=O)n(C)c(=O)n2C (configuration not stated)	x	5%	7%[20 µM]	14%	0.0%	6%	4%	-0.1%	-11%
COc1cc2ccccc2cc1C(=O)N1CCN(c2ccccn2)CC1	-2.0%	9%	-30%	2%	-1.0%	10%	6%	0.1%	-16%
CCSc1nc(=S)n(CC)c(C)c1C(C)=O	4.2%	6%	-40%	-17%	0.0%	10%	4%	-0.1%	-15%
O=C(NCCc1ccccc1)C1CCCN(C(=O)Nc2ccc(F)cc2)C1 (configuration not stated)	2.1%	4%	-8%	3%	0.8%	4%	-4%	0.3%	-35%
Cc1ccc(S(=O)(=O)NC(=NC(C)C)c2ccccc2)cc1	x	6%	3%[20 µM]	-9%	0.7%	8%	-30%	-0.1%	-28%
O=C(O)c1ccccc1NC1CCCCC1NS(=O)(=O)c1ccccc1 (configuration not stated)	2.5%	6%	-7%	4%	-0.7%	x	12%	0.7%	24%
COc1ccccc1-c1nc(C#N)c(N2CC(C)CC(C)C2)o1 (configuration not stated)	2.7%	4%	-47%[20 µM]	8%	-0.9%	8%	18%	0.5%	-26%

Ordered by the number under KOR beta-arrestin-1 (low to high): some entries from above
SMILES | KOR beta-arrestin-1
COc1cc2ccccc2cc1C(=O)N1CCN(c2ccccn2)CC1 | -2.0%
COc1cccc(-n2c(SCC(=O)Nc3ccc4c(c3)CCC4)nc3ccccc3c2=O)c1 | -0.1%
O=C(NCCc1ccccc1)C1CCCN(C(=O)Nc2ccc(F)cc2)C1 (configuration not stated) | 2.1%
COc1ccccc1-c1nc(C#N)c(N2CC(C)CC(C)C2)o1 (configuration not stated) | 2.7%
CN(C)S(=O)(=O)c1cccc(NC(=O)COC(=O)COc2ccc(Br)cc2)c1 | 3.7%
CCSc1nc(=S)n(CC)c(C)c1C(C)=O | 4.2%
O=S(=O)(c1ccc(Br)s1)N1CCN(c2ccnc3cc(Cl)ccc23)CC1 | 7.2%

Later entries
SMILES	KOR beta-arrestin-1	Rac1 GTP hydrolysis	KOR beta-arrestin-2	GPR55 antagonists	HIV peptide binding	Large T inhibition	NOD2 inhibition	GPR55 activation	NOD1 inhibition
O=C(Nc1cccc(S(=O)(=O)N2CCCC2)c1)c1ccc2ccccc2n1	2.2%	6%	-12%	6%	-1.8%	4%	5%	0.5%	-7%
O=C(c1ccccn1)N1CCCC(N2CCN(c3ccc(F)cc3)CC2)C1 (configuration not stated)	-0.8%	8%	-18%	14%	0.2%	14%	20%	0.5%	-8%
O=C1CSC2(CCCCC2)N1CCO	-4.9%	-2%	7%	-12%	-0.3%	1%	1%	0.7%	9%
Cc1ccc(SCC(=O)NN=C2CCN(C)CC2)cc1	-7.0%	3%	22%	-1%	-0.6%	u	18%	-0.3%	2%
Cc1ccc(C(=O)CC(C(=O)O)n2cncn2)cc1 (configuration not stated)	-0.1%	10%	-19%[20 µM]	12%	1.7%	x	-13%	0.5%	-20%
O=c1cc(Nc2cccc(Br)c2)[nH]c(=O)[nH]1	-3.6%	x	-54%	-2%	4.1%	13%	11%	1.0%	-27%
COc1cc(NC(=O)Cn2c(C)cc3ccccc3c2=O)cc(OC)c1OC	-2.5%	7%	7%	6%	1.6%	13%	-4%	-0.1%	-8%
CC(C)c1ccc(NC(=O)C(c2ccccc2)N2CC(=O)Nc3ccccc32)cc1 (configuration not stated)	2.6%	15%	-38%	0%	-1.1%	2%	18%	-0.3%	6%
Clc1cccc(CN2CCCCCC2)c1Cl	4.8%	23%	-50%[20 µM]	24%	-0.2%	4%	4%	0.2%	-34%
Brc1ccc2c(c1)OCCOCCOCCOCCOCCOCCO2	3.4%	0%	5%	26%	0.6%	-2%	4%	-0.1%	-35%
Oc1csc(Cc2nc(-c3ccc(Br)cc3)cs2)n1	0.5%	11%	9%	1%	9.5%	13%	-24%	0.0%	-41%
COc1ccc(NC(=O)c2csc3c2CCCC3)cc1	-3.3%	10%	-6%	14%	-2.1%	9%	-76%	-0.2%	-20%
Cc1ccc(NC(=O)CSc2nnnn2-c2cccnc2)c(C)c1	-1.8%	7%	-25%	-3%	0.3%	12%	-7%	-0.2%	-34%
COc1ccc(C(=O)c2c(N)sc3c2CCN(C)C3)cc1	4.5%	7%	-23%	6%	10%	5%	-6%	1.4%	-13%
CC(C)OC(=O)CSc1nnc(-c2ccc(Cl)cc2)n1N	-0.1%	3%	-8%	18%	25%	-1%	-2%	0.0%	17%
CCCn1c(=O)[nH]c(=O)c2c1nc(-c1ccc(OC(F)(F)C(F)C(F)(F)F)cc1)n2CCOC (configuration not stated)	4.4%	13%	-26%	12%	1.7%	-2%	-2%	-0.1%	-4%
CCN(CC(=O)c1c(N)n(C)c(=O)n(C)c1=O)c1cccc2ccccc12	3.0%	12%	-22%	19%	7.6%	8%	14%	0.2%	-5%
O=C1CCCN1c1cc(Cl)ccc1Cl	-0.6%	8%	-62%	6%	1.0%	-2%	-5%	-0.1%	-6%
CCc1ccc(NC(=O)[C@H](C)NC(=O)C2CCN(C(=O)[C@@H](N)C(C)C)CC2)cc1	-7.6%	-9%	33%	4%	-0.9%	3%	-1%	-0.1%	-11%
Cc1ccccc1C(=O)Nc1ccc(N(C)C)c2ccccc12	-6.3%	15%	-4%[20 µM]	3%	0.0%	38%	8%	1.1%	2%
COC(=O)c1cc(Sc2c(Cl)cccc2Cl)ccn1	-1.8%	-7%	-5%[20 µM]	-3%	-0.6%	7%	17%	-0.1%	-32%
CCCn1c(SCC(=O)Nc2cccc(Cl)c2Cl)n[nH]c1=O	-3.0%	-4%	15%	11%	1.7%	11%	5%	0.0%	-25%
Cc1cc(=O)oc(C)c1C(=O)NCCNC(=O)c1c(C)cc(=O)oc1C	-1.3%	12%	2%	5%	0.5%	5%	14%	-0.1%	1%
O=C(CSc1nnnn1-c1ccccc1)N1N=CCC1c1ccccc1 (configuration not stated)	-3.3%	-11%	6%	8%	-1.8%	5%	18%	-0.1%	-31%
COc1ccc2ccccc2c1/C=N/NC(=O)c1nnn(-c2nonc2N)c1CN(C)C	1.1%	8%	-21%	-4%	-0.4%	8%	-12%	-0.1%	-28%
Cc1ccc(C(=O)Nc2cccc3cccnc23)cc1C	-6.0%	6%	-12%[20 µM]	-18%	1.0%	8%	-1%	-0.2%	-50%
CCOC(=O)c1ccc(NC(=S)NCCc2ccc(OC)c(OC)c2)cc1	0.6%	8%	-9%	-3%	-0.8%	14%	5%	-0.2%	2%
CC(C)c1nn2c(N)c(/C=C3\C=Nc4ccccc43)c(=O)nc2s1	5.1%	x	-10%	-13%	9.5%	2%	-5%	-0.3%	1%
Cc1cc(C)c(C)c(S(=O)(=O)N2C(=S)NC(=O)C2CC(C)C)c1C (configuration not stated)	2.2%	0%	0%	4%	13%	7%	4%	-0.2%	-21%
CCOc1ncccc1C(=O)OCC(=O)Nc1c(C)cccc1C	-2.9%	5%	0%	-5%	-1.9%	4%	5%	0.0%	14%

Copied from the list:
NOD2 inhibition, Cc1cc(=O)oc(C)c1C(=O)NCCNC(=O)c1c(C)cc(=O)oc1C → 14%
HIV peptide binding, Cc1cc(C)c(C)c(S(=O)(=O)N2C(=S)NC(=O)C2CC(C)C)c1C (configuration not stated) → 13%

Additional results follow:
SMILES	KOR beta-arrestin-1	Rac1 GTP hydrolysis	KOR beta-arrestin-2	GPR55 antagonists	HIV peptide binding	Large T inhibition	NOD2 inhibition	GPR55 activation	NOD1 inhibition
O=C(CCS(=O)(=O)c1ccc(Cl)cc1)NCCN1C(=O)S/C(=C\c2ccccc2F)C1=O	0.0%	10%	-14%	8%	-2.7%	1%	-12%	-0.1%	23%
Cc1nc2c(C#N)c[nH]n2c(=O)c1Cc1ccccc1	2.4%	0%	-21%	11%	5.8%	4%	-10%	0.2%	-36%
CC1CCN(S(=O)(=O)c2ccc3c(c2)N(CC(=O)NCCCN2C(C)CCCC2C)C(=O)CO3)CC1 (configuration not stated)	3.1%	11%	-22%	2%	0.0%	x	14%	1.0%	1%
CC(C)[C@@H](CO)NC(=O)c1ccc2c3n(nc2c1)-c1ccc(Cl)cc1CO3	0.5%	8%	18%	5%	-0.5%	18%	-69%	-0.2%	-10%
COc1ccc(CNC(=O)COC(=O)c2ccccc2C(=O)c2ccccc2)cc1	-0.4%	8%	9%	-2%	0.7%	6%	17%	-0.2%	-7%
COCCCN1CC(=O)N2C(c3ccc(C)cc3)c3[nH]c4ccccc4c3C[C@H]2C1=O (some centres not stated)	-4.4%	8%	6%	1%	0.0%	0%	5%	0.3%	-5%
CC(C)C(=O)Nc1nnc(SCC(=O)NCc2ccc3c(c2)OCO3)s1	-6.2%	2%	-11%	1%	-1.6%	15%	15%	0.1%	-14%
CC(C)(C)c1ccc(C(=O)NNC(=O)C2CCCCC2)cc1	3.5%	5%	-7%	-22%	0.2%	4%	14%	-0.4%	-1%
O=C(O)C(Cc1ccccc1)N1CCS(=O)(=O)CC1 (configuration not stated)	15%	8%	-43%	-5%	-0.3%	-6%	-3%	0.6%	14%
COC(=O)c1cc(S(=O)(=O)NC2CCN(Cc3ccccc3)CC2)cn1C	-1.5%	2%	0%	6%	-1.1%	1%	12%	-0.4%	14%
Cn1nnnc1NCc1cccc(Cl)c1	1.6%	2%	-59%[20 µM]	-3%	0.5%	6%	10%	0.2%	-20%
Cc1ccc(NC(=O)CN(C)C(=O)Cn2cc(C(F)(F)F)ccc2=O)cc1	-2.4%	5%	-12%	6%	2.7%	-2%	16%	0.3%	-34%
CC(C)N(CCNC(=O)c1oc(=O)c2ccccc2c1-c1ccccc1)Cc1ccco1	-5.2%	2%	-6%	-5%	-0.2%	20%	7%	-0.4%	-22%
Cc1cc(Oc2ccccc2)nc(-c2ccccc2)n1	2.2%	8%	19%	x	1.5%	14%	12%	-0.1%	43%
